Screens deposited in PubChem BioAssay by several laboratories.
PDI inh: inhibitors of human protein disulfide isomerase | inhibition, % at 10 µM | hit rate 0.052% among 350,000 | PDI insulin aggregation turbidity, A650, 90 min;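 active means mean inhibition across replicates of 30% or more, whatever share of single replicates reach that level; inconclusive means mean inhibition below 30% while every single replicate reaches 30%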;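 further: absorbance from insulin aggregation driven by PDI reduction with DTT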
Target sequence (P07237 whole entry, looked up): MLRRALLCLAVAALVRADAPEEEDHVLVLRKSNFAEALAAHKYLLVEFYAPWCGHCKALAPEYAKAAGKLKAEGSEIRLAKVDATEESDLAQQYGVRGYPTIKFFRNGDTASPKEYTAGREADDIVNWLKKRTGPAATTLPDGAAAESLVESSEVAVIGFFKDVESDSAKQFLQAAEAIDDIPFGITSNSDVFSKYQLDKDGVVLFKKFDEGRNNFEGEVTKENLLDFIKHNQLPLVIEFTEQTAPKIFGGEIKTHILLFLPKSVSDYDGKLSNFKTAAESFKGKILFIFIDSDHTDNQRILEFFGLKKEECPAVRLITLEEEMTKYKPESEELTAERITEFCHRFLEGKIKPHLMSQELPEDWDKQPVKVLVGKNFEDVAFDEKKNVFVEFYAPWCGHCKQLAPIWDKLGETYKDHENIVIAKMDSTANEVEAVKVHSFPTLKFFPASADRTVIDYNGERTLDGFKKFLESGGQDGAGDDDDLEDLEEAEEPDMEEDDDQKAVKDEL
iPSC survival up: enhancers of human iPSC single-cell survival. hiPSC single-cell survival, ATPlite luminescence; 100% = ROCK inhibitor wells, 0% = DMSO. survival enhancement, % at 20 µM. hit rate 0.044% among 360,000; in the data active means survival enhancement above about 18%;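 further: cells exposed to compounds for 16 hours before the ATP read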
ABCB6 inh MLPCN: human ABCB6 transporter inhibition; hit rate 0.19% among 360,000; fluorescence ratio to DMSO, % at 10 µM; Q9NP58; K562-ABCB6 porphyrin accumulation, flow cytometry, 1 h; active compounds read low;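 active means fluorescence ratio to DMSO below 75%, the collection mean minus 3 SD; inconclusive means too few cells collected in the well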;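 further: signal is porphyrin accumulated inside mitochondria; 100% equals median channel fluorescence of DMSO control wells; lower ratio means ABCB6 inhibition with less porphyrin fluorescence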
Granule exo inh: lytic granule exocytosis inhibition. TALL-104 LAMP-1 surface exposure, flow cytometry; cells stimulated with thapsigargin and PMA. inhibition, % at 10 µM. hit rate 0.66% among 360,000. AID 651702;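 active means inhibition above about 55%, limit read from the data; inconclusive means no clear call, values can overlap the other calls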
HTR2A ag: mouse HTR2A agonism via beta-arrestin recruitment; CHO-K1 mHTR2A beta-arrestin complementation, luminescence; percent of 30 µM serotonin response; activation, % at 7.6 µM; hit rate 0.66% among 360,000; AID 624169;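 active means activation above a run cutoff, the mean activation of all tested compounds plus 3 SD, cut at about 14% in these data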;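 further: 0% = plate median of compound wells and 100% = 30 µM serotonin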
Target sequence (P35363 whole entry, looked up): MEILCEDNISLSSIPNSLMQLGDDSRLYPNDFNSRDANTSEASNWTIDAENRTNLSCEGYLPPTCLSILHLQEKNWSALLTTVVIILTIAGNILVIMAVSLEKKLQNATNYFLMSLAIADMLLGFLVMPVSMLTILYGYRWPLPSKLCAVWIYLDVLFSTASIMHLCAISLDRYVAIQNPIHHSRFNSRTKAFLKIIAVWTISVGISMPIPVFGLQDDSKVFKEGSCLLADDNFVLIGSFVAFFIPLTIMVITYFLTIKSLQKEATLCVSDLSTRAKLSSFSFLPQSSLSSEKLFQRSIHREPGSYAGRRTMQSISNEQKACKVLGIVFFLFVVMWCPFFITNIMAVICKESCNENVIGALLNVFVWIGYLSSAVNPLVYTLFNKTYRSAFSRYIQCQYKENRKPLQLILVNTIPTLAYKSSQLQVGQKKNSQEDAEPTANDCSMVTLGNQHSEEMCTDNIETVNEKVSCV
Vif inh: blocks HIV Vif function; HEK293T cells, Vif self-association by quenched fluorescence, imaging, 24 h; inhibition, % at 7.49 µM; hit rate 0.35% among 340,000; AID 602346; in the data active means inhibition above about 50%, passing the limit was not always enough; inconclusive means no clear call, values can overlap the other calls; inactive means below about 31%; further: some results filed as inactive read as strong as hits
N-glyco inh: blocks N-linked glycosylation in D54 reporter cells | AID 588692 | D54 ERlucT glycosylation luciferase reporter, 24 h; percent of 100 nM tunicamycin response | hit rate 0.23% among 360,000 | reporter increase, % at 12.5 µM;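 active means mean luciferase reporter signal, scaled so untreated is 0 and the glycosylation-blocking control 100, at or above a set limit in every replicate; inconclusive means mean reaches the limit but not every replicate does; inactive means mean below the limit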;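 further: luciferase carries N-glycosylation sites so blocking glycosylation raises the light; 0% = median of neutral control wells and 100% = median of 100 nM tunicamycin wells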
CaV13 ICDI inh: Disruptors of the CACNA1D IQ motif to Ca2+-dependent inactivation inhibitor domain association, primary screening, Förster resonance energy transfer in intact living …. HEK cells, CFP/YFP FRET ICDI-IQ, plate reader, 10 min; percent FRET-ratio fall versus neutral wells. AID 743397. inhibition, % at 12.3 µM. hit rate 0.098% among 340,000;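 active means mean replicate inhibition of at least 30% and at least 1% of replicates passing that level; inconclusive means only one of the two criteria is met; inactive means neither criterion is met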;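 further: 0% = median of the neutral control wells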
aDG glyco act: alpha-DG glycosylation activation. Pro5-aDG cells, alpha-DG glycosylation AlphaScreen (IIH6); 0% Pro5, 100% B10-LARGE cell signal. activation, % at 10 µM. hit rate 0.22% among 360,000;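 active means activation of at least 8% versus controls, or a plate z-score of at least 8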;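 further: Pro5 are CHO cells carrying HIG-tagged alpha-DG that lacks glycosylation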
Cardio protect: myocardial damage modulation in H9c2 cells | AID 588492 | hit rate 0.63% among 360,000 | protection from H2O2 cell death, % at 20 µM | H9c2 cardiomyocytes, H2O2 injury protection, ATPLite, 2 h;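 active means compounds giving at least 50% protection of heart cells from peroxide-induced death in the single-dose screen, raw or plate-pattern-corrected value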;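 further: 0% = DMSO wells with peroxide and 100% = DMSO wells without peroxide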
An asterisk follows results filed as active; ? = inconclusive; nt = no result given.

SMILES	PDI inh	iPSC survival up	ABCB6 inh MLPCN	Granule exo inh	HTR2A ag	Vif inh	N-glyco inh	CaV13 ICDI inh	aDG glyco act	Cardio protect
Cc1cccc(NS(=O)(=O)c2ccc(C)c(NS(=O)(=O)c3cccs3)c2)c1	-4	-0.5	102	-3	8	-10	-1	-6	0.0	-2
O=C(NCCc1c[nH]c2ccccc12)C(=O)NCC1OCCN1S(=O)(=O)c1cc(F)ccc1F (configuration not stated)	-1	0.0	99	-3	14	-2	2	-6	-0.1	2
O=C(CSc1nnc(-c2c[nH]c3ccccc23)n1C1CC1)NC1CCS(=O)(=O)C1 (configuration not stated)	-2	3.9	102	-1	-8	nt	1	-10	-0.3	-2
COc1ccccc1N(CC(=O)N/N=C/c1ccccc1C(=O)O)S(C)(=O)=O	-2	-0.1	94	0	2	-13	0	-2	0.1	1
Cc1cccnc1NC(=O)Nc1cccc(Cl)c1	-6	0.2	98	-18	-4	-8	2	-6	0.2	-2
CC(=NO)c1ccc2c(c1)C(=NO)c1ccccc1-2	-1	-2.9	85	-16	-2	-7	2	-6	-0.2	-7
O=C(Nc1ccc(Cl)cc1C(=O)NCC1CCCO1)c1ccco1 (configuration not stated)	0	-2.2	98	9	1	-7	2	-8	-0.3	4
COCCn1c(=O)c2cc3c(=O)n(CCOC)c(=O)c3cc2c1=O	1	0.0	103	4	-1	nt	1	-7	-0.1	5
O=C(NNS(=O)(=O)c1ccc(F)cc1)c1ccc2c(c1)OCO2	4	0.1	100	-3	0	nt	3	-10	0.1	3
CCCc1cc(C(=O)OCC(=O)N(CCC)c2c(N)n(Cc3ccccc3)c(=O)[nH]c2=O)sc1C	6	-0.5	102	4	-4	-3	-1	-6	0.3	-3
COc1ccc(/C=N/NS(=O)(=O)c2ccc(C)cc2)cc1OC(=O)c1ccc(C)cc1	1	1.6	93	-2	1	-6	-1	nt	-0.3	-4
COc1ccc(-n2c(C)cc(/C=C3/SC(=O)N(CC(=O)N4CCOCC4)C3=O)c2C)cc1	0	0.1	99	-1	-2	0	3	-3	-0.3	0
Cc1ccc(-n2c(Cl)c(Cl)nc(Cl)c2=O)cc1	-3	1.9	80	28	5	nt	-21	nt	-0.5	-32
COc1cc(Cl)c(C)cc1NC(=O)COC(=O)/C=C/c1c(C)nn(C2CCS(=O)(=O)C2)c1Cl (configuration not stated)	-3	1.4	101	-3	-8	-1	2	nt	0.1	8
Nc1ccn([C@@H]2O[C@H](CNCC3=CCOc4ccc(O)cc43)[C@@H](O)[C@H]2O)c(=O)n1	4	-1.5	103	1	3	nt	1	-3	-0.2	11
O=S(=O)(c1ccccc1)N1CCN=C1SCc1cccc(Cl)c1	-3	4.1	102	18	-7	0	-1	-2	0.2	-10
CCc1ccc(-c2nc(CN3CCC(C(=O)N4CCN(c5ccccc5)CC4)CC3)c(C)o2)cc1	-2	-1.4	103	-1	-6	-13	-5	-4	2.4	-17
CCN(CC)S(=O)(=O)c1cccc(NC(=O)CNc2cccc(S(=O)(=O)N3CCOCC3)c2)c1	-5	-0.5	90	-10	-3	-22	-8	nt	0.7	-14
O=C(NNC(=S)NC(=O)c1ccccc1Cl)c1cccc([N+](=O)[O-])c1	-8	0.1	90	10	2	-12	3	-4	-0.2	22
COc1cc(/C=C2\C(=N)N3N=CSC3=NC2=O)ccc1OS(=O)(=O)c1ccccc1	2	-0.3	103	-3	2	-1	1	nt	0.1	-1
O=C(NCC1CCCO1)c1cccc(Oc2ccc([N+](=O)[O-])cc2)c1 (configuration not stated)	-5	0.1	95	-1	0	-8	-6	-5	0.4	-8
CC1(CCOCc2ccccc2)NC(=O)NC1=O (configuration not stated)	6	2.1	107	22	2	?	0	-5	0.0	6
CC(=O)C1=C(C)NC(=O)NC1c1cccc(O)c1 (configuration not stated)	2	3.7	100	1	-5	3	1	-6	0.1	1
CCCOc1ccc(C(F)(F)F)cc1NC(=O)C1CC(=O)N(Cc2ccco2)C1 (configuration not stated)	-6	-0.5	100	-4	-1	-2	0	-5	0.1	0
CCN(CCO)c1ncnc2c1sc1nc(CC(C)C)c3c(c12)CC(C)(C)OC3	-7	-2.4	99	3	4	8	-4	-6	0.2	19
CCN(CC)c1ccc(NC(=O)c2cccc(C)c2OC)c(C)c1	-4	2.2	105	0	-4	0	-1	-7	-0.1	-5
C/C(CC(=O)NC12CC3CC(CC(C3)C1)C2)=N\NC(=O)Cc1cccs1	19	0.6	100	-4	-3	-3	-3	-18	-0.1	7
COc1ccc(CNC(=O)N[C@@H](Cc2c[nH]c3ccccc23)C(=O)O)cc1	3	-0.6	95	-9	1	-2	2	-3	0.1	15
O=C(NCc1ccccn1)C(=O)NCC1OCCN1S(=O)(=O)c1ccc([N+](=O)[O-])cc1 (configuration not stated)	9	-0.5	99	-2	3	18	3	nt	0.0	-3
COC(CNC(=O)c1cc(C)nn1-c1ccccc1)OC	-2	1.9	92	-1	1	3	1	-5	-0.2	-1
COc1ccc(-n2nnnc2Sc2ccc(S(=O)(=O)N3CCOCC3)cn2)cc1	-8	0.2	102	-1	0	10	1	nt	-0.1	-6
N#CCSc1nnc(CNc2ccc(F)cc2)o1	-6	1.6	87	-3	-3	5	-1	-4	-0.2	11
Nc1ncc(Br)cc1S(=O)(=O)NCCC(=O)NCc1ccc(F)cc1	1	0.4	92	-3	2	2	-2	-5	-0.1	0
CCN(C(=O)COC(=O)CCS(=O)(=O)c1ccc(C)cc1)C1CCS(=O)(=O)C1 (configuration not stated)	-4	-0.2	96	2	-1	-7	3	nt	0.0	1
Cc1ccc(S(=O)(=O)N2CCCCC2)cc1NC(=O)[C@@H]1CCCN1C(=O)c1cccs1	-3	0.2	94	1	-2	11	0	-5	0.1	1
O=C(COc1ccc(S(=O)(=O)NC2CCCCC2)cc1Cl)NCc1ccc2c(c1)OCO2	-4	0.6	93	2	-6	nt	-3	-8	0.0	-6
O=C(NNC(=O)c1ccc(-c2ccccc2)cc1)Nc1ccc(F)cc1F	-5	-0.1	94	-3	-1	1	0	nt	-0.4	9
COC(=O)c1c(C(=O)OC)c2ccccn2c1C(=O)c1ccccc1	-2	2.0	96	-8	5	-11	4	-10	-0.1	11
O=C(COC(=O)C1CCCCC1)Nc1ccc(S(=O)(=O)N2CCOCC2)cc1	4	-0.5	101	-4	-2	0	0	-3	-0.2	0
CCN(CC)C(=O)C1CCCN(c2ccc([N+](=O)[O-])cc2/C=N/NC(=O)c2cccc(Br)c2)C1 (configuration not stated)	1	-3.6	98	1	-1	0	-6	-7	0.2	22
OCCSc1nc(-c2ccccc2)nc2c1CCC2	-1	4.5	95	2	1	-9	2	-5	0.0	-2
Cc1ccc(C2CCN(C(=O)Nc3ccccc3)C2)cc1 (configuration not stated)	6	-2.1	100	1	-4	1	0	nt	0.5	-10
CC(Sc1nnc(N)s1)C(=O)Nc1ccc2c(c1)OCCO2 (configuration not stated)	0	-0.5	92	1	1	2	-2	nt	-0.1	4
CCN1CCN(CC(=O)Nc2cc(C(F)(F)F)ccc2OCCOC)CC1	1	0.4	96	-4	-5	-2	3	-17	0.1	4
O=C1C2CCCN2C(=O)N1CCCN1CCN(c2cccc(Br)c2)CC1 (configuration not stated)	0	-0.3	94	0	-6	-2	-3	8	0.0	6
COc1ccc(C)cc1Nc1n[n+](-c2ccccc2)c(-c2cc(OC)c(OC)cc2Br)s1	6	-1.7	98	-6	-5	-3	1	-8	0.3	-11
CCCS(=O)(=O)c1ccc(COC(=O)Cc2ccc([N+](=O)[O-])cc2)cc1	4	-0.2	101	0	-2	-1	1	-20	0.0	-4
COc1cc(/C=C2\CCCc3c2nc2ccccc2c3C(=O)O)cc(Cl)c1O	-5	-0.1	101	0	4	-7	0	-4	0.0	-2
Cc1ccc(S(=O)(=O)NNC(=S)NC(C)(C)C)cc1	2	-0.5	94	-6	-7	24	1	15	-0.1	0
CN(Cc1cnn(-c2ccc(F)cc2)c1)C(=O)[C@H]1O[C@@H](n2ccc(N)nc2=O)[C@H](O)[C@@H]1O	nt	1.8	91	-2	-4	nt	2	-11	0.2	2
COC(=O)c1cccc(CN2C(=O)C(C)Sc3cc(Cl)ccc32)c1 (configuration not stated)	-5	-2.1	91	-4	6	-19	-7	-6	0.1	-12
S=c1nc[nH]c2c1[nH]c1ccc(Cl)cc12	-2	-0.9	98	-1	-3	-6	2	-2	0.2	-6
O=c1oc2ccc(C#CC3(O)CCCCC3)cc2cc1-n1cc(C2(O)CCCCC2)nn1	-1	-1.1	97	-6	2	nt	-1	-9	-0.1	0
COc1cccc(NC(=S)Nc2ccc(O)cc2)c1	1	0.6	103	-4	4	1	9	-4	-0.1	-3
COc1ccc(NC(=O)CN(C)C(C)C(=O)N2CCCCC2)cc1 (configuration not stated)	0	1.3	97	1	2	1	2	-9	0.1	3
COc1cc2cc(C(=O)N[C@@H](Cc3ccccc3)C(=O)O)n(C)c2c(OC)c1OC	-3	0.1	100	-8	-3	-18	3	-5	0.2	-4
COc1cc(-c2cc(NC=O)c3ncc(-c4ccc(C(C)=O)cc4)n3c2)cc(OC)c1OC	-2	4.8	86	-4	3	nt	-6	-11	-0.4	81*
CCCN(CC(=O)Nc1ccccc1OC)CC(=O)c1c(N)n(Cc2ccccc2)c(=O)n(C)c1=O	8	0.1	96	2	-4	-1	-7	-2	1.5	0
COc1c2c(c3c(c1OC)c(=O)c1ccccc1n3C)OCO2	-4	-1.3	101	-7	7	3	1	-9	-0.1	6
Cc1cc(C)nc(N2CCC(C(=O)NC3CCCCCC3)CC2)n1	-28	2.5	100	0	4	-1	-1	-10	-0.2	2

Among those listed so far, 2 have a furan ring, fused or not.
SMILES	PDI inh	iPSC survival up	ABCB6 inh MLPCN	Granule exo inh	HTR2A ag	Vif inh	N-glyco inh	CaV13 ICDI inh	aDG glyco act	Cardio protect
O=C(Nc1ccc(Cl)cc1C(=O)NCC1CCCO1)c1ccco1 (configuration not stated)	0	-2.2	98	9	1	-7	2	-8	-0.3	4
CCCOc1ccc(C(F)(F)F)cc1NC(=O)C1CC(=O)N(Cc2ccco2)C1 (configuration not stated)	-6	-0.5	100	-4	-1	-2	0	-5	0.1	0

Carrying on:
SMILES	PDI inh	iPSC survival up	ABCB6 inh MLPCN	Granule exo inh	HTR2A ag	Vif inh	N-glyco inh	CaV13 ICDI inh	aDG glyco act	Cardio protect
COC(=O)NCC(c1cccnc1)N1CCN(c2ccccc2F)CC1 (configuration not stated)	nt	-1.5	102	2	-3	25	0	6	-0.1	5
CC(C)c1ccc(NC(=O)COc2ccc(S(=O)(=O)N3CCOCC3)cc2)cc1	13	0.3	90	0	-5	-1	-1	-4	0.3	-1
COc1ccc(C(=O)Nc2cccc3c2CCCC3)cc1	1	-0.2	97	-4	1	9	18	-5	0.2	-3
O=C1C(Cc2ccccc2)Nc2ncnc(N3CCCCC3)c2N1Cc1ccccc1 (configuration not stated)	0	-2.4	99	-3	-2	-3	-1	-10	-0.2	1
CC(O)Cc1cn([C@@H](CCCCNC(=O)OC(C)(C)C)C(=O)N2CCN(C(=O)OC(C)(C)C)CC2)nn1 (some centres not stated)	-2	-0.5	100	-2	10	-7	0	-6	-0.2	10
C=CCN(CC=C)C(=O)c1ccncc1	4	2.9	95	0	-4	nt	nt	-6	0.1	11
